# Salmonella PhoP GFP = inhibitors of PhoP regulon expression, primary screen, Salmonella Typhimurium, GFP reporter (AID 1863) | S. Typhimurium PhoP-regulated promoter GFP reporter, 4 h; higher % means a stronger effect | inhibition, % at 50 µM; hits with a dose series show IC50 in µM | 0.16% of 300,000 active;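 active means inhibition over 29.93%, a cutoff 3 SD above the screen mean, later confirmed by dose response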;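 further: 0% = low Mg2+ inducing control and 100% = high Mg2+ repressing control; strong numbers were not always called active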
# West Nile virus CPE = inhibition of WNV-induced cytopathic effect – cell-based, CPE readout (AID 1621) | West Nile virus-infected cells, CPE inhibition; higher % means a stronger effect | CPE inhibition, % at 10 µM, or IC50 in µM where a hit was titrated | 0.02% of 290,000 active; in the data active means a potency from the dose series; further: strong numbers were not always called active
# RSV antiviral HEp-2 = RSV antiviral activity via CPE protection, HEp-2 cells, primary 10 µM value included (AID 2391). one-dose CPE inhibition, % at 10 µM; IC50 in µM for titrated hits. HEp-2 cells, RSV-induced CPE inhibition; higher % means a stronger effect. 0.13% of 310,000 active; in the data active means a potency from the dose series; further: strong numbers were not always called active
# MgcRacGAP inhibition = MgcRacGAP GTPase-activating activity inhibitors, confirmation, biochemical, ADP Hunter fluorescence; MgcRacGAP-stimulated Rac1 GTP hydrolysis, ADP Hunter fluorescence; higher % means a stronger effect; GST-tagged Rac1 F28L mutant substrate; inhibition, % at 30 µM; hits with a dose series show IC50 in µM; 0.6% of 340,000 active; AID 624330;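 active means first-screen hits whose inhibition reached a set limit at any dose in the follow-up dose series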;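 further: fluorescence reports GDP produced by GAP-driven GTP hydrolysis; strong numbers were not always called active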
# CSM14.1 death rescue = rescue of cells from ER stress-induced death, primary screen, 384-well, CSM14.1, thapsigargin, ATP luminescence (AID 1222) | CSM14.1 thapsigargin-induced death rescue, ATP luminescence; higher % means a stronger effect | one-dose cellular ATP content (survival), % at 20 µM; EC50 in µM for titrated hits | 190,000 tested, under 10 active;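 active means EC50 below 50 µM in the dose-response confirmation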;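 further: death triggered by thapsigargin at about 15 µM added after 2 h compound pretreatment; cell ATP read after overnight thapsigargin exposure of roughly 18 to 22 hours; normalized against plate controls of thapsigargin alone and 5% DMSO vehicle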
# Large T inhibition = SV40 large T antigen inhibitors, biochemical (AID 1903). 0.39% of 310,000 active. inhibition, % at 20 µM; hits with a dose series show IC50 in µM. SV40 large T antigen ATPase/helicase inhibition assay; higher % means a stronger effect; in the data active means a potency from the dose series; further: strong numbers were not always called active
# NS5 inhibitors = Dengue-2 NS5 methyltransferase inhibitors, primary screen, biochemical, confirmation dose response (AID 588689) | one-dose inhibition, % at 25 µM; IC50 in µM for titrated hits | Dengue-2 NS5 methyltransferase capping enzyme assay, biochemical; higher % means a stronger effect | 0.3% of 340,000 active; in the data active means a potency from the dose series
# LYP inhibition = inhibitors of LYP phosphatase, biochemical, fluorescence intensity, uHTS (AID 1779) | inhibition, % at 11.5 µM, or IC50 in µM where a hit was titrated | 0.054% of 290,000 active | recombinant LYP phosphatase, fluorescence intensity; higher % means a stronger effect; in the data active means inhibition above about 50%;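 further: plate controls were vehicle with enzyme for no effect and no enzyme for full effect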
# GPR35 arrestin U2OS = inhibition of zaprinast-stimulated GPR35 beta-arrestin translocation – imaging, U2OS, beta-arrestin-GFP, zaprinast agonist, primary screen (AID 2058); U2OS GPR35 beta-arrestin-GFP translocation imaging, zaprinast antagonism; higher % means a stronger effect; one-dose inhibition, % at 10 µM; IC50 in µM for titrated hits; 0.052% of 290,000 active;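 active means inhibition of at least 50% with at least 30 cells and total cytoplasm GFP at most 10,000,000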
# NS5 inhibitors pilot replicate = recorded beside NS5 inhibitors, whose call it bears; inhibition, %; measured here: pilot screen replicate inhibition
# * marks the source's active call; other numbers are inactive results; . = not tested or not shown.
SMILES,Salmonella PhoP GFP,West Nile virus CPE,RSV antiviral HEp-2,MgcRacGAP inhibition,CSM14.1 death rescue,Large T inhibition,NS5 inhibitors,LYP inhibition,GPR35 arrestin U2OS,others
Cc1ccc(S(=O)(=O)N2CCN(Cc3ccco3)CC2)cc1C,4%,-1.4%,2.1%,10%,.,5%,3%,-8%,-3%,
CCc1c(O)nc(SCC(=O)Nc2ccc(C)cc2)n(C2CCCCC2)c1=O,-4%,-0.6%,1.1%,7%,-4.3%,18%,-12%,6%,-4%,
Cc1noc(C)c1-c1nnc(-c2ccc(C(F)(F)F)cc2)o1,-7%,-0.1%,0.0%,5%,.,3%,-3%,-8%,-4%,
OCC1(Cc2ccccc2)CCN(Cc2cnn(-c3ccccc3F)c2)CC1,-1%,-1.5%,-3.2%,-3%,-0.7%,27%,1%,-7%,18%,
COc1ccc(Cl)cc1NC(=O)c1nnn(CC(=O)Nc2ccc(C)c(C)c2)c1N,-9%,0.1%,3.3%,10%,.,8%,-6%,-18%,-1%,
COC(=O)c1c(NC(=O)C(C)C)sc2c1C(C(=O)OC)CC2 (centres undefined),3%,1.2%,5.9%,6%,0.0%,11%,-2%,-8%,-6%,
CCOC(=O)CC1COc2ccccc2N1C(=O)c1cccc([N+](=O)[O-])c1 (centres undefined),0%,-1.6%,1.5%,7%,.,5%,-1%,-8%,-7%,
COc1ccccc1-c1nnc(N)s1,-7%,0.4%,1.0%,5%,2.0%,9%,-6%,-8%,21%,
O=C(CSc1nncn1-c1ccccc1)NC1CCCc2ccccc21 (centres undefined),10%,-0.3%,2.2%,3%,-1.3%,7%,-1%,-8%,5%,
COc1ccc(-n2c(C)nn(CC3CC3)c2=O)cc1,-15%,0.1%,.,-3%,-0.9%,7%,-1%,1%,-11%,
Cc1ccccc1-n1nnnc1-c1ccccc1,21%,-0.8%,0.9%,2%,-0.5%,12%,0%,-4%,-3%,NS5 inhibitors pilot replicate=-0.3
O=c1c(Cl)c(Cl)cnn1Cc1ccc(F)cc1,.,-1.6%,18%,6%,-3.4%,.,-18%,-10%,49%,
O=C(Nc1ccc(S(=O)(=O)Nc2nccs2)cc1)c1nn(-c2ccc(F)cc2)ccc1=O,-7%,-0.3%,0.7%,15%,.,16%,10%,-1%,-6%,
O=C(COc1ncnc2ccccc12)N1CCN(c2ccccc2)CC1,-1%,-0.3%,6.5%,1%,-0.9%,10%,1%,0%,-11%,
CC(Cc1ccccc1)NC(=O)c1cc([N+](=O)[O-])ccc1Cl (centres undefined),6%,0.6%,2.1%,7%,.,3%,3%,-4%,1%,
O=C(CCCC(=O)OCC(=O)c1ccc(F)cc1)Nc1cc(C(F)(F)F)ccc1Cl,16%,0.2%,1.4%,7%,5.9%,9%,-2%,-6%,-16%,NS5 inhibitors pilot replicate=0.2
COc1ccc(NC(=O)N2CCCCC2c2cccnc2)cc1 (centres undefined),-15%,0.1%,0.4%,9%,-1.5%,8%,3%,3%,-8%,
O=C(NC1CCSc2ccccc21)c1cccc([N+](=O)[O-])c1 (centres undefined),3%,-0.8%,1.3%,4%,.,22%,16%,-9%,11%,
COc1ccc(CCC(=O)N2CC(C)OC(C)C2)cc1 (centres undefined),-6%,-0.4%,0.2%,-1%,-3.5%,2%,3%,1%,-9%,
COc1nc(N2CCOCC2)nc(-n2cccc2)n1,-1%,1.0%,-1.1%,9%,1.1%,7%,2%,3%,16%,NS5 inhibitors pilot replicate=0.6
Fc1ccccc1-c1nc(N2CCCCC2)c2ccccc2n1,-9%,-0.7%,2.7%,13%,2.0%,23%,-3%,-7%,3%,
CCCCCCNC(=O)Nc1ccccc1,19%,-0.6%,2.8%,-10%,.,1%,-10%,-6%,10%,
COc1ccc(C)cc1NC(=O)CC1COc2ccccc2O1 (centres undefined),-3%,-1.0%,4.5%,-8%,-0.4%,12%,5%,-4%,18%,
CC1CCCCC1NC(=S)Nc1cccc(S(=O)(=O)N(C)C)c1 (centres undefined),4%,-0.7%,2.0%,9%,0.2%,-2%,2%,-2%,3%,
CCCOc1ccccc1C1C(C(=O)OC)=CN(C(C)C)C=C1C(=O)OC,5%,-0.4%,3.7%,6%,6.9%,-3%,0%,-8%,7%,
CCCn1c(SCC(=O)NC2CC2)nnc1-c1cccs1,-5%,-0.5%,0.6%,5%,.,20%,-3%,-12%,-17%,
Cc1ccc(C(=O)Nc2cc3ccccc3oc2=O)cc1,5%,-0.6%,0.4%,10%,-2.9%,2%,-2%,-4%,-15%,
CC(/C=C/c1ccco1)=N\NC(=O)CNc1cccc(C)c1,-2%,-0.6%,1.2%,1%,-0.4%,7%,1%,-7%,18%,
CCc1ccc(NS(=O)(=O)c2ccc3[nH]cc(C(=O)N4CCc5ccccc54)c(=O)c3c2)cc1,8%,0.7%,48%,12%,-3.4%,-89%,-1%,2%,-2%,
O=C(N/N=C(\c1ccccc1)c1cccnc1)c1cccc(F)c1,11%,2.5%,4.6%,2%,.,8%,-10%,-2%,4%,
COc1ccc(-c2noc(-c3ccc(Br)o3)n2)cc1OC,-2%,0.3%,3.2%,4%,.,16%,-2%,-2%,-7%,
CC(C)C(NC(=O)COc1ccccc1)C(=O)O (centres undefined),-12%,-0.2%,.,7%,-2.1%,4%,-5%,0%,4%,
COc1cc2c(cc1OC)CN(C(=O)C1CCCN1S(=O)(=O)c1ccc(F)cc1)CC2 (centres undefined),-7%,-0.1%,0.0%,0%,.,6%,-4%,-10%,5%,
CN1C(C(=O)NCC2CC2)CC2Cn3c(nc4cc(Cl)c(Cl)cc43)C21 (centres undefined),-8%,-0.9%,-0.3%,3%,.,0%,-2%,-11%,5%,
COc1ccc2[nH]cc(CCNC(=O)Cc3ccc(Br)cc3)c2c1,-5%,-1.8%,0.5%,14%,.,3%,.,-9%,4%,
O=C(CCCOc1ccccc1)NC1CCCc2ccccc21 (centres undefined),4%,-1.2%,1.1%,-10%,-0.5%,9%,9%,-1%,1%,
C/C(=N\N1CCN(C2c3ccccc3-c3ccccc32)CC1)c1cccnc1,4%,-0.2%,1.5%,9%,-1.3%,-8%,3%,1%,0%,
C=CCNC(=O)c1cn(CC)c2cc(N3CCN(C(=O)c4ccco4)CC3)c(F)cc2c1=O,5%,0.0%,0.4%,0%,.,18%,1%,-10%,-2%,
O=c1c2cc(Cl)ccc2[nH]c(=S)n1Cc1ccccn1,-7%,-0.8%,1.1%,5%,-1.1%,3%,10%,-6%,-7%,
CCn1c(SCC(=O)Nc2ccccc2OC)nnc1-c1cnccn1,-4%,-0.3%,0.8%,7%,-1.1%,7%,-2%,-9%,12%,NS5 inhibitors pilot replicate=1.8
COc1ccc(/C=N/NC(=O)c2ccc3nc[nH]c3c2)cc1,-1%,0.4%,2.1%,.,.,19%,.,4%,-4%,
CCc1cc(/C(Cc2ccc3ccccc3n2)=N\O)c(O)cc1O,-1%,-0.2%,20%,23%,-1.4%,2%,-3%,5%,14%,
Cc1ccccc1NC(=O)c1ccccn1,-3%,-0.6%,-1.5%,6%,.,7%,-7%,3%,17%,
O=C(O)C1=C[C@@H](c2coc3ccccc3c2=O)C[C@@H](OCCCCO)O1,-5%,-0.3%,1.1%,8%,-1.2%,6%,-1%,-11%,-13%,
COc1ccc(-c2nc(C=O)cs2)cc1,-6%,0.1%,0.7%,13%,.,19%,-9%,-6%,-11%,

# Next section (five carried over from the part before).
SMILES,Salmonella PhoP GFP,West Nile virus CPE,RSV antiviral HEp-2,MgcRacGAP inhibition,CSM14.1 death rescue,Large T inhibition,NS5 inhibitors,LYP inhibition,GPR35 arrestin U2OS,others
COc1ccc(/C=N/NC(=O)c2ccc3nc[nH]c3c2)cc1,-1%,0.4%,2.1%,.,.,19%,.,4%,-4%,
CCc1cc(/C(Cc2ccc3ccccc3n2)=N\O)c(O)cc1O,-1%,-0.2%,20%,23%,-1.4%,2%,-3%,5%,14%,
Cc1ccccc1NC(=O)c1ccccn1,-3%,-0.6%,-1.5%,6%,.,7%,-7%,3%,17%,
O=C(O)C1=C[C@@H](c2coc3ccccc3c2=O)C[C@@H](OCCCCO)O1,-5%,-0.3%,1.1%,8%,-1.2%,6%,-1%,-11%,-13%,
COc1ccc(-c2nc(C=O)cs2)cc1,-6%,0.1%,0.7%,13%,.,19%,-9%,-6%,-11%,
COc1ccc(CCNC(=O)CSc2nc3cc(Cl)ccc3o2)cc1OC,-5%,0.5%,0.4%,8%,4.5%,15%,4%,-9%,-5%,
CC(=O)Nc1ccc(NC(=O)N2CCCCC2)cc1,3%,-0.4%,0.0%,6%,-1.5%,13%,1%,-7%,3%,
CN(c1cccc(NC(=O)Nc2ccc(Cl)cc2)c1)S(C)(=O)=O,5%,.,1.4%,-1%,0.2%,0%,-15%,-4%,-12%,
COc1cccc(C(=O)NCC(=O)NCc2cc(=O)n(C)c(=O)n2C)c1,1%,-0.2%,0.7%,4%,.,-9%,-10%,-9%,-8%,
COc1cc(OC)cc(-n2nnnc2SCC(=O)NCc2cccs2)c1,7%,-1.5%,3.7%,2%,-0.7%,7%,0%,0%,12%,
CCCc1nc2ccccc2c(=O)n1NC(=O)c1c(O)c2ccccc2n(C)c1=O,-2%,-0.4%,12%,-1%,4.2%,17%,-4%,2%,15%,
Cc1ccccc1-n1cnc2cc(NCc3cccs3)ccc21,10%,-0.5%,4.5%,-9%,-4.2%,12%,19%,-2%,-6%,NS5 inhibitors pilot replicate=1.4
Cc1nc2ccccc2c(=O)n1N,-1%,0.1%,1.9%,9%,1.3%,12%,-6%,-2%,2%,
c1cnc2ccc(-c3ccc4ncccc4c3)cc2c1,-1%,0.4%,15%,10%,.,10%,-8%,-4%,8%,NS5 inhibitors pilot replicate=-1.2

# Of the compounds above, 2 contain bromine:
SMILES,Salmonella PhoP GFP,West Nile virus CPE,RSV antiviral HEp-2,MgcRacGAP inhibition,CSM14.1 death rescue,Large T inhibition,NS5 inhibitors,LYP inhibition,GPR35 arrestin U2OS,others
COc1ccc(-c2noc(-c3ccc(Br)o3)n2)cc1OC,-2%,0.3%,3.2%,4%,.,16%,-2%,-2%,-7%,
COc1ccc2[nH]cc(CCNC(=O)Cc3ccc(Br)cc3)c2c1,-5%,-1.8%,0.5%,14%,.,3%,.,-9%,4%,

# 2 records drawn at random from the list so far:
SMILES,Salmonella PhoP GFP,West Nile virus CPE,RSV antiviral HEp-2,MgcRacGAP inhibition,CSM14.1 death rescue,Large T inhibition,NS5 inhibitors,LYP inhibition,GPR35 arrestin U2OS,others
CN(c1cccc(NC(=O)Nc2ccc(Cl)cc2)c1)S(C)(=O)=O,5%,.,1.4%,-1%,0.2%,0%,-15%,-4%,-12%,
COc1cccc(C(=O)NCC(=O)NCc2cc(=O)n(C)c(=O)n2C)c1,1%,-0.2%,0.7%,4%,.,-9%,-10%,-9%,-8%,

# From PubChem

# No enrichment for hits; about 1.5% have a hit in one of these screens.
